# PglD inh: C. jejuni PglD acetyltransferase inhibitors, primary screen, biochemical, DTNB colorimetric, single point. UDP-N-acetylbacillosamine N-acetyltransferase PglD (Campylobacter jejuni). AID 602405, 2012. inhibition, % at 12.5 µM. purified PglD enzyme, DTNB colorimetric CoA detection. actives 0.098% (n = 360,000); in the data active = inhibition above about 16%, passing the limit was not always enough; note: strong numbers were not always called active
# C2C12 statin: suppressors of statin myotoxicity in C2C12 myotubes, primary screen, cell-based, single point, plate reader; rescue of ATP level, % at 7.49 µM; actives 0.78% (n = 330,000); C2C12 myotubes + simvastatin, ATP luminescence, 48 h; scaled: DMSO 0, geranylgeraniol control 100;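 active = mean ATP rescue above about 67%, or every replicate alone reaching that limit, limit read from the data, passing the limit was not always enough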;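 note: myotubes were challenged with 10 µM simvastatin during compound exposure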
# LGR2 inh: inhibitors of bursicon-induced LGR2 CRE-luciferase signal, primary screen, cell-based, HEK293, CRE-luciferase reporter, bursicon stimulation. bursicon-stimulated, 4 h. inhibition, % at 9.99 µM. actives 0.35% (n = 380,000);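 active = drop in luminescence signal, shown as inhibition above about 50% in the replicate tests, limit read from the data, passing the limit was not always enough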;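 note: agonist challenge used bursicon conditioned medium at about half maximal strength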
# Cneo AK release: Cryptococcus neoformans cell lysis inducers, primary screen, AK release luminescence, single concentration. C. neoformans lysis, adenylate kinase release luminescence, 4 h; normalised: neutral wells 0, clomiphene wells 100. lysis activity, % at 15 µM. actives 0.2% (n = 360,000);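 active = mean lysis activity across replicates of at least 80%, whatever share of replicates individually reach that level; inactive = mean lysis activity below 80%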
#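 Test system: log-phase Cryptococcus neoformans yeast cells; Quantity: yeast cell density of 5 × 10^6 cells/mL; Buffer or medium: YPD; Doses: single compound concentration per well; Timing: 4 h at 37 °C static, read 1 h later; Measured by: AK luminescence; Read-out basis: lysis from increased AK signal; Control set: Clomiphene as positive control.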
# PGC1a acetyl inh: inhibitors of PGC1a acetylation signal, primary screen, cell-based, U2OS, AlphaScreen, inhibitor mode; AlphaScreen anti-acetyl-lysine; with virally co-expressed GCN5 acetyltransferase; inhibition, % at 15.6 µM; actives 0.17% (n = 350,000); AID 651687, 2012;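 active = every replicate shows inhibition of at least 40%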;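 note: 0% = neutral control wells and 100% = positive control wells; some results beyond the cut were filed as inactive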
# PAX8 inh HTS: inhibitors of PAX8-driven TPO luciferase reporter, primary screen, RMG-I cells, single concentration; SteadyGlo, 24 h; inhibition, % at 12.6 µM; actives 1.2% (n = 360,000); AID 652154, 2013;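 active = mean replicate inhibition at least 60% with every replicate also reaching 60%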;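 note: luciferase light reporting Pax8 driven TPO promoter activity; plate controls were median of neutral control wells for no effect and mitoxantrone controls for full effect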
# INS-1E GSIS act: GLuc luminescence reporter in INS-1E cells, primary screen for activators of glucose-dependent secretion of insulin | INS-1E GLuc reporter insulin secretion, 2-3 h | activation, % at 16.6 µM | actives 0.61% (n = 370,000);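 active = lowest replicate activation of at least 40%, so every replicate reaches that level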;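 note: 0% = median of neutral control wells and 100% = median of IBMX positive control wells; some compounds called inactive have numbers as strong as hits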
# ARNT-TACC3 inh: disruptors of ARNT/TACC3 protein interaction, primary screen, biochemical, AlphaScreen, single concentration | inhibition, % at 9.99 µM | Transforming acidic coiled-coil-containing protein 3 (Homo sapiens), Q9Y6A5 | AlphaScreen His-ARNT PAS-B/GST-TACC3 binding, luminescence; TACC3 fragment carries E629A point mutation | AID 623870, 2012 | actives 0.66% (n = 390,000);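 active = mean inhibition of replicates at least 50% and at least half of replicates each reaching 50%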;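 note: 0% = complete ARNT plus TACC3 wells and 100% = ARNT alone without TACC3; many hits fall short of the cut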
# Starred values were filed as active, the others as inactive; · = not tested or not shown; & = joins results of further samples.
SMILES	PglD inh	C2C12 statin	LGR2 inh	Cneo AK release	PGC1a acetyl inh	PAX8 inh HTS	INS-1E GSIS act	ARNT-TACC3 inh
Cc1noc(C)c1NC(=O)N(C)C[C@@H]1Oc2ccc(NC(=O)Nc3ccccc3)cc2C(=O)N([C@@H](C)CO)C[C@@H]1C	1	-4	7	-1	6	-17	-14	-1
COc1ccccc1-c1oc2ccccc2c1C#CCO	-3	14	5	-2	-8	-7	7	1
CC(C)CC#Cc1cnc2c(c1)C(=O)N([C@H](C)CO)C[C@@H](C)[C@H](CN(C)C(=O)CCN1CCCCC1)O2	-4	-11	4	7	2	·	10	-1
Cc1noc(C)c1NC(=O)Nc1ccc2c(c1)CC(=O)N([C@H](C)CO)C[C@@H](C)[C@@H](CN(C)Cc1ccc(C(F)(F)F)cc1)O2	-1	15	-10	-1	0	4	-12	0
Cc1cccc(NS(=O)(=O)c2c(C)nc3scc(C)n3c2=O)c1	-9	11	-10	9	-9	1	-1	-9
Cc1c(C(=O)OCC(C)C)[nH]c2c1C(=O)CC(c1cccs1)C2 (configuration not stated)	-1	-21	·	-1	-19	53	·	0
Nc1nnn(-c2ccccc2)c1-c1ccccc1	2	11	-1	-3	-13	3	24	2
Cc1ccc(N(CC(=O)NC(C)(C)C)C(=O)CNC(=O)c2cccs2)cc1C	·	·	5	·	1	-31	-16	0
COc1cc(/C=N/Nc2nc3ccccc3s2)ccc1O	1	·	-59	-3	-10	-120	-5	2
CCc1ccc(Nc2nnc(SCn3nnc4ccccc4c3=O)s2)cc1	0	·	·	-2	-16	·	·	0
O=C(C[C@@H]1C[C@@H]2c3cc(NC(=O)CC4CC4)ccc3O[C@@H]2[C@H](CO)O1)NCc1ccc(Cl)cc1	-2	-4	1	-4	-13	9	11	-5
COCC(=O)Nc1ccc2c(c1)OC[C@@H](C)N(C(=O)c1cnccn1)C[C@@H](C)[C@@H](OC)CN(C)C2=O	0	-1	-14	-5	-10	-9	14	-11
O=C(CSCc1ccc(Br)cc1)NCCc1ccccc1	-1	-8	-2	-4	-6	-2	-35	-3
O=C(C[C@@H]1C=C[C@H](NC(=O)C2CCC2)[C@H](CO)O1)NCC1CC1	-2	6	2	-1	5	7	1	·
COc1cccc(-c2cc3nc(Nc4ccc(OC)c(OC)c4)n(C)c(=O)c3s2)c1	1	2	-62	-2	·	-56	-23	·
CCCCC1(C)OC(=O)C(=Cc2ccc(N(C)C)cc2)C(=O)O1 (configuration not stated)	2	·	·	12	-9	·	·	-4
COCC#Cc1ccc([C@H]2[C@H](CO)N3CCCCN(Cc4ccncc4)C[C@@H]23)cc1	0	12	10	3	6	-1	13	-9
C[C@@H]1CN([C@H](C)CO)C(=O)c2cccc(NC(=O)Nc3ccc(F)cc3)c2O[C@H]1CN(C)S(=O)(=O)c1cn(C)cn1	·	-7	16	·	18	8	10	·
O=C(COC(=O)c1cccnc1Nc1cccc(C(F)(F)F)c1)NCCN1C(=O)CSC1=O	1	-5	·	1	4	·	-25	-1
Cc1cccc(NC(=O)C2CCCN(S(=O)(=O)c3cccs3)C2)c1C (configuration not stated)	2	-13	2	-1	·	14	-1	-14
CCOC(=O)c1[nH]c(C)c(C(=O)OCC(=O)NCc2ccc(OC)cc2)c1C	-5	11	-2	-1	0	0	9	-14
Cc1cc(C)c2c(C(C)(C)C)nn(-c3ccccc3)c2n1	-3	0	-15	1	-1	-2	8	-27
CC(=O)Nc1nc(CCC(C)C)cc2c1c(=O)oc1ccccc12	-3	·	·	-4	3	·	13	-20
CC(=O)Nc1ccc(NC(=O)C(F)(F)F)cc1	-2	-6	·	-1	·	-1	·	12
CNC(=O)CSc1nnc(C2CC2)n1-c1ccccc1	·	·	5	·	3	-2	5	-16

# As entered above.
# `COc1ccccc1-c1oc2ccccc2c1C#CCO` @ C2C12 statin: 14
# `Cc1ccc(N(CC(=O)NC(C)(C)C)C(=O)CNC(=O)c2cccs2)cc1C` @ INS-1E GSIS act: -16

# Further records follow.
SMILES	PglD inh	C2C12 statin	LGR2 inh	Cneo AK release	PGC1a acetyl inh	PAX8 inh HTS	INS-1E GSIS act	ARNT-TACC3 inh
COc1ccc(OCc2cc(C(=O)N3CCCC(OC)C3)no2)c2ccccc12 (configuration not stated)	2	-13	-53	1	·	-158	3	-13
COc1ccc(Cn2c(-c3ccco3)nc3oc4ccccc4c(=O)c3c2=O)cc1	7	3	·	0	7	-21	·	-4
COc1ccc(NC(=O)N(C)C[C@@H]2OCCCC[C@@H](C)Oc3ccc(NC(=O)Nc4ccc(C(F)(F)F)cc4)cc3C(=O)N([C@@H](C)CO)C[C@H]2C)cc1	0	-21	5	3	2	-22	-1	4
C[C@@H]1CN([C@@H](C)CO)S(=O)(=O)c2ccc(C#CC(C)(C)O)cc2O[C@@H]1CN(C)Cc1ccc(-c2ccccc2)cc1	-1	4	30	12	-22	·	-13	-1
C=C(C)Cn1c(SCCN2CCOCC2)nc2c1c(=O)[nH]c(=O)n2C	-3	6	·	-2	6	·	·	-6
COc1ccc(-c2csc(N3CCOCC3)n2)cc1OC	-6	-1	·	-1	2	·	·	0
O=C(NCCC(=O)N1CCN(c2ccccc2O)CC1)c1ccc(Cl)cc1	·	·	10	·	·	27	-6	5
C=CCOc1c(Br)cc(CNc2ccc3[nH]c(=O)[nH]c3c2)cc1OCC	·	·	-10	·	·	27	3	4
COc1ccc(CN(C)C(=O)c2ccc(NC(=O)CC3SC(N4CCCC4)=NC3=O)cc2)c(OC)c1OC (configuration not stated)	·	16	-16	·	·	-6	34	-12
CN(C(=O)c1ccc(NC(=O)Cc2ccc(NC(=O)C3CCCN(C(=O)C4CCCCC4)C3)cc2)cc1)C1CC1 (configuration not stated)	-4	8	-3	0	-7	10	-3	-4
CCc1nn(CC(=O)N2CCN(c3ccc(OC)cc3)CC2)c(=O)c2cc3occc3n12	1	24	6	-1	5	-3	22	-4
CCCn1cnc2c(SCc3ccc(Cl)cc3)nc(N)nc21	1	-5	-26	0	8	-13	-16	15
COC(=O)[C@@H]1[C@@H](C#N)C2(c3ccccc3-c3ccccc32)N(c2ccc(Cl)cc2)N1C#N	1	·	·	3	33	12	·	-10
C[C@@H]1CN([C@H](C)CO)C(=O)c2cccc(NC(=O)C3CC3)c2O[C@H]1CN(C)C(=O)Nc1ccccc1	-3	0	-13	-31	·	3	5	-29
CC(OC(=O)CCNS(=O)(=O)c1ccccc1)C(=O)Nc1ccc(S(=O)(=O)N2CCCCC2)cc1 (configuration not stated)	-2	4	3	-3	·	15	-16	·
CCn1c2ccccc2c2cc(NC(=O)C(C)C)ccc21	4	-64	-4	3	-13	·	1	-4
CNC(=O)C[C@@H]1CC[C@H]2[C@@H](COc3ccc(NC(=O)Nc4cccc(Cl)c4)cc3C(=O)N2C)O1	1	20	-14	-13	-2	2	-1	-9
C[C@@H]1CN([C@H](C)CO)C(=O)CCCn2nncc2CO[C@@H]1CN(C)C(=O)Nc1cccc2ccccc12	-5	-6&13	-5&10	-1	-9&-7	8&4	14&-13	-8
COc1ccc(C(C)(NC(C)=O)c2nc(-c3cccnc3)cs2)cc1 (configuration not stated)	11	5	-16	-1	9	7	-1	·
Cc1ccc(S(=O)(=O)N(C)C)cc1NC(=O)COC(=O)c1ccc2c(c1)OCO2	·	·	8	·	·	11	-5	24
COc1cc(OC)cc(C(=O)N[C@@H](CCSC)c2nc3ccccc3[nH]2)c1	6	·	-1	2	·	8	-5	-17
CCC(=O)N(C)C[C@@H]1Oc2ncc(-c3ccc(C)cc3)cc2C(=O)N([C@H](C)CO)C[C@@H]1C	3	26	-22	0	0	·	20	-13
C[C@@H]1CCCCO[C@@H](CN(C)C(=O)c2ccccc2)[C@H](C)CN([C@H](C)CO)C(=O)c2cc(NC(=O)NC3CCCCC3)ccc2O1	2	-50	-11	0	6	-3	-31	-3
COC(C)(C)[C@H](O)COc1c2ccoc2cc2oc(=O)ccc12	-3	8	-17	-2	·	17	·	-1
C[C@@H]1CCCCO[C@H](CN(C)S(=O)(=O)c2cn(C)cn2)[C@H](C)CN([C@@H](C)CO)C(=O)c2cc(NC(=O)Nc3ccccc3)ccc2O1	3	·	-14	4	-6	-16	3	1
Cc1ccc(/C=N/c2sc3c(c2C#N)CCCCC3)o1	6	12	·	0	17	·	·	7
O=C(Oc1ccc(Br)cc1C(=S)N1CCCC1)c1ccccc1Cl	-2	3	·	0	-3	·	·	·
COc1ccccc1N(CC(=O)N1CCCC1)S(=O)(=O)c1ccc(C)cc1	0	-6	3	-6	·	-5	-2	-6
C=CCOC(=O)C1=C[C@@H](c2ccccc2)C[C@@H](OCc2ccc(CO)cc2)O1	2	-2	-7	0&7	-4&2	-18&5	8	-1
Cc1nc(-c2cccc(NC(=O)c3cccs3)c2)cs1	4	-21	·	0	-2	-40	·	20
COCC#Cc1ccc([C@H]2[C@@H](CO)N3CCCCN(S(=O)(=O)c4ccc(OC)cc4)C[C@@H]23)cc1	0	16	10	1	0	19	5	0
Cc1ccc(C)c(S(=O)(=O)NCc2ccc3c(c2)OCO3)c1	-32	7	-6	0	·	-15	12	2
CCCC#Cc1ccc2c(c1)O[C@@H](CN(C)C(=O)c1ccncc1)[C@H](C)CN([C@@H](C)CO)S2(=O)=O	6	-19	15	9	-15	·	11	-5
O=C(C(=O)N1CCN(c2ccccc2Cl)CC1)c1c[nH]c2ccccc12	1	3	6	35	·	17	-20	-1
c1ccc(-c2noc(C34CC5CC(CC(C5)C3)C4)n2)nc1	2	9	-60	0	-6	·	-14	0
CNC(=O)c1ccc(NC(=O)c2cc(S(=O)(=O)N(C)C)ccc2N2CCCC2)cc1	5	42	-37	5	11	-3	4	·
COc1ccc(CNC(=O)COc2ccccc2C(=O)c2cnn(-c3ccccc3)c2)cc1OC	-2	-36	-100	-2	-8	-209	-8	2
CC(C)CN(C(=O)COc1ccc([N+](=O)[O-])cc1)c1c(N)n(CC(C)C)c(=O)[nH]c1=O	3	2	4	-1	6	-2	18	-5
COC(=O)Cc1cc(=O)n(-c2nc3ccccc3[nH]2)[nH]1	·	-41	3	·	6	·	1	62*
Cc1ccc(CSc2ccc(-c3ccco3)nn2)cc1	2	5	20	-1	5	46	10	·
O=C(C[C@@H]1C=C[C@@H](NS(=O)(=O)c2ccc(F)cc2)[C@H](CO)O1)NCc1ccc(Cl)c(Cl)c1	-1	15	21	3	-2	18	-13	·
O=C(O)CSCCCC(=O)Nc1ccc(Br)cc1	2	-2	3	5	5	·	0	-13
CCC1Oc2ccccc2N(CC(=O)NCCCN2CCOCC2)C1=O (configuration not stated)	1	3	11	-4	-2	13	2	·
N#CCCN(C(=O)COC(=O)c1ccc(S(=O)(=O)N2CCCC2)cc1)c1cccc(Cl)c1	3	-1	-15	-1	8	-10	6	·
O=C(N/N=C\c1ccc(Sc2ccccn2)o1)c1cccc(Br)c1	-2	-2	·	15	9	-9	·	12
